Growth percent in the NCI-60 one-dose screen (48 h, 10 µM unless noted): 100 = growth as untreated, 0 = no growth, -100 = all killed.
SK-MEL-2 = SK-MEL-2 melanoma; 77,000 tested, 4.7% active; AID 1794763
LOX IMVI = LOX IMVI melanoma. 79,000 tested, 7.4% active
HS 578T = HS 578T breast cancer. 78,000 tested, 4.1% active. AID 1794788
UACC-62 = UACC-62 melanoma; 81,000 tested, 5.4% active
UACC-257 = UACC-257 melanoma | 78,000 tested, 4.4% active | AID 1794764
SK-MEL-5 = SK-MEL-5 melanoma; AID 1794755; 80,000 tested, 6.4% active
MALME-3M = MALME-3M melanoma; 78,000 tested, 5.8% active
SK-MEL-28 = SK-MEL-28 melanoma; 81,000 tested, 4.1% active
* = called active by the depositor; . = not tested or not shown; & = joins results of further samples; ! = not active in a repeat. How the source made its calls: active means growth percent below 10; inactive means the rest.

SMILES	SK-MEL-2	LOX IMVI	HS 578T	UACC-62	UACC-257	SK-MEL-5	MALME-3M	SK-MEL-28
CCCCCCCCCCCCCC(=O)Sc1ccccc1C(=S)S	96	98	102	100	103	99	94	110
Cc1cccc(NC(=O)Nc2ccc(Oc3ncnc4sc5c(c34)CCCC5)cc2)c1	100	77	77	76	107	73	104	92
Cc1ccc(C2=C(C#N)C3(C(=O)N(C)c4ccccc43)c3c(-c4ccccc4)nn(-c4ccccc4)c3N2)cc1 (configuration not stated)	99	86	75	82	100	95	86	81
C/C(=C(/C)C1CC1CCN(S(=O)(=O)c1ccc(C)cc1)S(=O)(=O)c1ccc(C)cc1)c1ccccc1 (configuration not stated)	96	92	107	60	78	74	100	98
CCSc1nnc(NC(=O)c2nnn(-c3ccccc3)c2-c2ccco2)s1	108	.	103	85	101	99	91	92
Oc1c(Cl)cc(Cl)cc1C=NCC1CCC(CN=Cc2cc(Cl)cc(Cl)c2O)CC1 (configuration not stated)	93	70	93	98	111	94	90	89
CC(C)N1Cc2ccc([nH]2)CN(C(C)C)C1	107	81	102	34	107	102	109	109
O=C(NN1C(=O)CSC1c1cccc(Br)c1)c1ccc(NC(=O)c2ccccn2)cc1 (configuration not stated)	94	93	97	84	104	95	97	91
CN(Cc1ccccc1)c1nc(Cl)c(C2CC(c3ccccc3)=NN2c2ccccc2)s1 (configuration not stated)	78	88	103	89	93	99	90	98
COc1ccc(-c2nn(-c3cccc(Cl)c3)cc2-c2c(C#N)c(=O)n3nc(-c4ccc(N(C)C)cc4)[nH]c3c2C#N)cc1	98	101	102	104	104	100	102	108
Cc1ccc(C(=O)CCCCC(=O)c2ccc(C)cc2)cc1	116	95	105	92	88	99	118	.
COC(=O)c1nc(=S)[nH]c(C(=O)OC)c1C(=O)c1ccc([N+](=O)[O-])cc1	108	92	88	100	113	99	100	112
CCc1ccccc1-c1nc(CN[C@@H]2C[C@@H]3C[C@H]([C@H]2C)C3(C)C)c(C)o1	-84*	-94*	-43*	-88*	-76*	-94*	-81*	-80*
CCCCOc1nc2ccc(Cl)cc2cc1/C=C/c1cc(/C=C/c2cc3cc(Cl)ccc3nc2OCCCC)[nH]n1	109	106	107	101	102	.	102	107
O=C(O)CNC(=O)CNC(=O)c1ccccc1	116	103	.	105	99	121	107	108
Cc1ccc2nc(-c3ccc(OCC(=O)N=Nc4c(O)[nH]c5ccc(Cl)cc45)cc3)[nH]c2c1	98	92	100	101	99	93	104	110
Cc1ccc2[nH]c(O)c(N=Nc3nc(-c4ccc(Cl)cc4)c(C#N)c(=O)[nH]3)c2c1	100	97	99	95	99	.	97	109
CCCCN1CCN(c2ccc3nc(-c4ccc5nc(-c6ccc(C(F)(F)F)cc6)[nH]c5c4)[nH]c3c2)CC1	-47*	-89*	-64*	-32*	-16*	11	-74*	-88*
COc1cc(-c2ccc[nH]2)[nH]c1/C=C1\N=C(C)C(C(=O)CCC(=O)Nc2ccc(-c3c4nc(c(-c5ccccc5)c5ccc([nH]5)c(-c5ccccc5)c5nc(c(-c6ccccc6)c6ccc3[nH]6)C=C5)C=C4)cc2)=C1C	.	100	83	109	.	103	102	102
COc1ccc(OC)c(/C=C2/C(=O)/C(=C/c3cc(OC)ccc3OC)C3CCC2N3C)c1	65	74	88	76	48	73	107	95
CC(C)(C)NC[C@H](O)c1ccc(O)c(CO)c1	92	85	.	100	106	98	99	99
COc1ccc(-c2nc(/C=C3/C(=O)N(C)c4ccccc43)c3ccccn23)cc1OC	86	93	125	95	122	106	119	119
CNC(=O)c1cnc(C)nc1-c1cc(C(C)(C)C)c(O)c(C(C)(C)C)c1	.	110	106	91	100	92	88	107
CCc1ccc(C(C(=O)O)N2CCN(c3cc(C)nn3-c3ccccc3)CC2)cc1 (configuration not stated)	104	98	100	99	112	103	103	110
NC(=O)N/N=C/C(c1ccccc1)c1ccccc1	102	102	98	95	94	96	121	100
Next part:
SMILES	SK-MEL-2	LOX IMVI	HS 578T	UACC-62	UACC-257	SK-MEL-5	MALME-3M	SK-MEL-28
COc1c(/C=N/NC(N)=O)c(OC)c(OC)c2c1CCO2	103	102	101	93	99	104	88	112
O=C(CCCn1c2c(sc3ncccc32)c(=O)n2nnc(-c3ccccc3)c12)NCCc1cnc[nH]1	52	89	81	98	101	65	.	94
CC(=O)C(N=Nc1ccc(C)cc1[N+](=O)[O-])C(=O)Nc1ccccc1 (configuration not stated)	.	106	104	98	106	112	116	110
O=C(c1cc2cccnc2n1-c1cc(F)c(Cl)c(F)c1)N1CC(F)C1	106	86	106	93	103	99	127	124
O=c1cc(-c2ccccc2)oc2cc(O)ccc12	92	105	123	103	122	109	112	107
CC(=O)CC(=O)Nc1ccc(Cl)cc1	103	105	106	102	103	104	100	110
COc1ccc(CNC(=O)C2=NOC(Cc3nc4ccccc4o3)C2)cc1 (configuration not stated)	109	85	94	100	105	97	100	113
Cc1ccc2nc(-c3ccc(N4C(=O)/C(=C/c5ccccc5Cl)N=C4c4ccccc4)cc3)sc2c1	87	90	91	68	104	83	109	110
COC1=CC(=O)C[C@@H](C)[C@]12Oc1c(Cl)c(OC)cc(OC)c1C2=O	83	81	92	73	85	84	85	86
CCCC1CCCCN1CSCC (configuration not stated)	105	107	119	109	101	107	145	103
COc1ccc(-c2nnc3sc(-c4ccccc4-c4nc5ccccc5s4)nn23)cc1	113	91	43	87	95	81	90	82
O=C(O)CCC(=O)/C=C/c1cc(Cl)ccc1O	101	100	98	111	114	107	104	111
CCc1cccc(Nc2ccn(CC(=O)NCCC(C)C)c(=O)c2)c1	114	.	102	91	91	.	.	104
COc1cc(C2CC(=O)Nc3ncn(-c4ccc(F)cc4)c32)cc(OC)c1OC (configuration not stated)	110	106	113	105	97	122	104	114
COc1cc(C(=O)c2ccc3c(c2)OCO3)cc(OC)c1OC	-28*!	44&24	-19*!	23&42	49&19	8.0*!	34&14	43&47
COc1ccc(/C=C\c2cc(OC)c(OC)c(OC)c2)cc1OC(=O)c1cccc(Cn2cc(CCOC(=O)c3cccc(Cn4nnc5c4C(=O)c4ccccc4C5=O)c3)nn2)c1	51	21	5.1*	46	67	-29*	41	58
COc1ccccc1NC(=S)Nc1ccccc1OC	101	96	94	99	109	100	124	102
O=C(Nc1ccccc1)Nc1ccc(Nc2ncnc3sc4c(c23)CCNC4)cc1	.	86	.	84	57	93	101	102
CCOC(=O)c1cc(-c2ccc(Cl)cc2)[nH]c1NNC(C)=O	80	111	127	133	103	128	92	115
COc1ccc(CCNC(=O)c2cccc(Cl)c2)cc1OC	106	100	117	111	96	98	100	109
N#Cc1sc2nc(-c3cnccn3)cc(-c3cccs3)c2c1N	112	97	121	96	119	95	133	109
CC(=O)C(=Cc1ccc(O)cc1)C(C)=O	100	102&94	106&108	101&79	96&67	105&94	100&73	122&99
Oc1ccc(Oc2c(F)c(F)c(Oc3ccc(O)cc3)c(F)c2F)cc1	14	88	111	80	20	89	103	73
Cc1cccc2cc(-c3cc4ccccc4[nH]3)c(=NC(=O)c3ccc(Cl)cc3)oc12	108	90	86	90	104	107	100	105
CCOC(=O)CC(=O)OC	107	100	114	104	97	100	114	104

Single records, as listed above:
CCCCOc1nc2ccc(Cl)cc2cc1/C=C/c1cc(/C=C/c2cc3cc(Cl)ccc3nc2OCCCC)[nH]n1 across the screens: SK-MEL-2: 109; LOX IMVI: 106; HS 578T: 107; UACC-62: 101; UACC-257: 102; SK-MEL-5: .; MALME-3M: 102; SK-MEL-28: 107
N#Cc1sc2nc(-c3cnccn3)cc(-c3cccs3)c2c1N across the screens: SK-MEL-2: 112; LOX IMVI: 97; HS 578T: 121; UACC-62: 96; UACC-257: 119; SK-MEL-5: 95; MALME-3M: 133; SK-MEL-28: 109
O=C(O)CCC(=O)/C=C/c1cc(Cl)ccc1O across the screens: SK-MEL-2: 101; LOX IMVI: 100; HS 578T: 98; UACC-62: 111; UACC-257: 114; SK-MEL-5: 107; MALME-3M: 104; SK-MEL-28: 111

The results go on.
SMILES	SK-MEL-2	LOX IMVI	HS 578T	UACC-62	UACC-257	SK-MEL-5	MALME-3M	SK-MEL-28
CCOc1nc(-c2ccccc2)cc2c(O)c(C(=O)NC)[nH]c(=O)c12	75	98	136	104	111	97	100	105
O=C(O)CCc1nnc2c(Cc3ccccc3)nc3ccccc3n12	97	89	102	96	92	97	99	103
CN(C)c1ccc(N2C(=O)C=CC2=O)cc1	103	98	116	104	93	105	103	105
COc1ccc(/C=N/NC(=O)c2c(Nc3ccccc3)nn(CC(O)c3ccccc3)c2N)cc1 (configuration not stated)	99	98	94	80	96	97	86	98
O=C(NCc1cccnc1)c1cc(-c2csc3c(=O)cc(N4CCOCC4)oc23)cc2c1OCCO2	51	.	8.9*	12	47	40	48	49
CCOC(=O)CCCn1c2c(sc3ncccc32)c(=O)n2nnc(-c3ccccc3)c12	106	102	104	86	100	96	.	101
CC(=O)Nc1ccc(-n2cnc3cc(-c4ccc(O)cc4)ccc32)cc1C(F)(F)F	17	.	0.9*	21	40	5.3*	19	21
O=C(O)CCNS(=O)(=O)c1ccc(-c2ccccc2)cc1	0.6*	92	9.3*	97	87	98	112	94
CC1(C)C[C@@H]2C[C@@](C)(CN2S(=O)(=O)c2ccc(C(=O)Nc3ccc(Cl)c(S(=O)(=O)N4CCOCC4)c3)cc2)C1	.	40	75	46	31	14	76	78
Cc1cc(N2CCCCCC2)nc(N2CCN(CC(=O)Nc3ccc4c(ccn4C)c3)CC2)n1	108	98	79	94	116	107	103	102
C/C=C\c1ccc(OCc2ccccc2)c(OC)c1	109	101	109	99	107	96	.	111
CC1OC(CC(=O)O)Cc2c1c(O)c1c(O)cc(-c3cc(=O)c4c(=O)c5c(c(=O)c=4c3=O)CC(CC(=O)O)OC5C)c(O)c1c2O (configuration not stated)	97	70	111	96	106	98	108	.
CC(C)OC(=O)c1c2cc(F)c(F)cc2nn1Cc1ccccc1	79	86	89	76	85	80	118	87
Cc1ccc(C2CC(C(F)(F)F)n3nc(C(=O)N4CCN(C(c5ccccc5)c5ccccc5)CC4)cc3N2)cc1 (configuration not stated)	99	89	92	67	69	60	99	96
Clc1ccc2c(N3CCN(c4ccnc(Cl)n4)CC3)ccnc2c1	72	95	88	79	90	82	104	96
CCCCCCCCCCCCOC(=O)CCSCCC(=O)OCCCCCCCCCCCC	118	99	.	105	114	102	94	105
NC(=O)SCC(=O)Nc1ccccc1-c1ccccc1	89	91	.	81	86	111	158	116
O=C1OC(c2ccc(-c3ccccc3)cc2)=C/C1=C/C=C/c1ccccc1	114	99	87	97	-14*	106	104	103
COc1ccc(C2CC(c3ccc(Cl)cc3)=NN2/C=C2\SC(=S)N(NC(=O)Cc3ccccc3Nc3c(Cl)cccc3Cl)C2=O)cc1 (configuration not stated)	81	27	76	63	89	82	61	92
COc1ccccc1C(=O)NC(=S)Nc1ccc(-c2nc3ccccc3o2)cc1	112	101	102	98	104	99	99	106
Cc1c(C(=O)OC(CO)CO)cc(-c2ccc(Cl)cc2)n1-c1ccccc1	98	84	109	91	104	94	100	98
Cc1nc2cc(Nc3nc(Nc4ccc(F)cc4)nc(Nc4ncccn4)n3)ccc2n1Cc1ccccc1	101	97	79	.	102	94	92	114
Cc1cc(C)c(C#CC(=O)O)c(C)c1C	82	98	99	98	68	99	111	105
Cc1nn(-c2ccccc2)cc1/C=C/C(=O)c1ccc(-c2cc3ccccc3oc2=O)nc1C	107	80	96	91	100	95	98	94
O=C(CN1C(=O)CCC1=O)Nc1ncc(Cc2ccc(F)cc2)s1	100	94	101	92	99	100	100	106
Continuation:
SMILES	SK-MEL-2	LOX IMVI	HS 578T	UACC-62	UACC-257	SK-MEL-5	MALME-3M	SK-MEL-28
CN1CCc2c(sc3nc(-c4ccccc4)[nH]c(=O)c23)C1	101	.	.	91	102	100	92	102
Cc1ccccc1-n1nnc(C(=O)Nc2ccc3cc(CN4CCNCC4)ccc3n2)c1C	94	63	97	63	85	44	.	89
Cc1ccc(-c2nc3ccc(C(=O)N=Nc4c(O)[nH]c5ccc(Cl)cc45)cc3[nH]2)cc1	57	-100*	-0.4*	23	82	22	-29*	-1.6*
COc1cccc(-c2cc(=O)c3cc(Cl)cc(NCCO)c3o2)c1N	105	74	93	64	76	94	94	102
Nc1cc(C(=O)O)nc(N)n1	95	99	99	94	102	99	106	107
Cc1cc(N2CCN(CC(=O)Nc3ccc4c(ccn4Cc4ccccc4)c3)CC2)nc(N2CCCCCC2)n1	64	35	63	43	43	49	18	63
CN(C)S(=O)(=O)Oc1ccc(-c2ccc3occc3c2)cc1	106	100	117	88	116	97	108	104
CCOC(=O)C1=NN(c2ccc(Cl)cc2)C2C3N(c4ccc(Cl)cc4)N=C(C(=O)OCC)N3c3ccccc3N12 (configuration not stated)	102	113	120	101	119	93	132	108
CN(C)CCC(C(=O)c1ccccc1)c1ccccn1 (configuration not stated)	100	99	105	99	110	99	100	106
Oc1ccc(C(c2ccc(O)cc2)c2ccc(Br)cn2)cc1	32	-12*	-36*	39	91	86	99	109
Nc1nc(-c2ccc(F)cc2)cc(-c2cnn(-c3ccccc3)n2)n1	96	97	106	91	96	104	124	107
CCOP(=O)(Cc1ccc(N(CCO)CCO)cc1)OCC	113	98	102	.	.	103	101	105

Reprinted at random: 3 entries already listed
SMILES	SK-MEL-2	LOX IMVI	HS 578T	UACC-62	UACC-257	SK-MEL-5	MALME-3M	SK-MEL-28
CN(C)CCC(C(=O)c1ccccc1)c1ccccn1 (configuration not stated)	100	99	105	99	110	99	100	106
CN1CCc2c(sc3nc(-c4ccccc4)[nH]c(=O)c23)C1	101	.	.	91	102	100	92	102
COc1cccc(-c2cc(=O)c3cc(Cl)cc(NCCO)c3o2)c1N	105	74	93	64	76	94	94	102

From PubChem
